# Source: PubChem BioAssay (several laboratories)
# DSG3 Ab inh: blocks pemphigus antibody binding to human desmoglein-3; P32926; DSG3-coupled beads, scFv-anti-DSG3-GFP binding, flow cytometry; active compounds read low; binding (percent of control), % at 10 µM; 0.48% of 310,000 active;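 active = binding more than 3 SD below its plate's average and above zero; inconclusive = below that plate limit but binding exactly zero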;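 also: hits lower antibody fragment binding to DSG3; some compounds called inactive have numbers as strong as hits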
# Target sequence (P32926 whole entry, looked up, the tested form may be a part): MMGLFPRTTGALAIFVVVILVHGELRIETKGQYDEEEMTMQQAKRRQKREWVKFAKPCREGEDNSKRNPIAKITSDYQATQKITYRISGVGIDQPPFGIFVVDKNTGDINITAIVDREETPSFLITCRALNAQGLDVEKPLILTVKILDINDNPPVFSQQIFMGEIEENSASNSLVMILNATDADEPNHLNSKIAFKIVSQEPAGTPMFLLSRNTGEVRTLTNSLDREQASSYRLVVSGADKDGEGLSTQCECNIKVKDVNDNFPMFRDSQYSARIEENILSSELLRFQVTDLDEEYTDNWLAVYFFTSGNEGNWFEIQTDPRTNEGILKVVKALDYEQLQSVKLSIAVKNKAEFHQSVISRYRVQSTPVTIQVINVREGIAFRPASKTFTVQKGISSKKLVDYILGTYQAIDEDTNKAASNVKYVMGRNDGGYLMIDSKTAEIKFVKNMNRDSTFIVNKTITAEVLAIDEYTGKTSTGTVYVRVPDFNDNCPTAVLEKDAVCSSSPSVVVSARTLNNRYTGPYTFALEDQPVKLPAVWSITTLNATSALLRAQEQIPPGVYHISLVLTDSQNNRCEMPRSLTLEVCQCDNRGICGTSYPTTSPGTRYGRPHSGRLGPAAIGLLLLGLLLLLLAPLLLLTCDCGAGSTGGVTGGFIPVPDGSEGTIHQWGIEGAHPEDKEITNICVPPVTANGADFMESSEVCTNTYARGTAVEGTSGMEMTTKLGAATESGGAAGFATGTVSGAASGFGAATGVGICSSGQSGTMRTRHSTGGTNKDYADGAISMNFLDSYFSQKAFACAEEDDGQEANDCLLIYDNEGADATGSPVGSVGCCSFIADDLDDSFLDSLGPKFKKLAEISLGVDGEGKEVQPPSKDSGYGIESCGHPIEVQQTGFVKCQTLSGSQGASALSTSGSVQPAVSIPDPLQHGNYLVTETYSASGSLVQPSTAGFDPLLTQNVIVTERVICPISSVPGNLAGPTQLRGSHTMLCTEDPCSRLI
# phage Ecoli inh: E. coli growth loss with phage present | 0.26% of 360,000 active | growth absorbance | inhibition, % at 11.9 µM; in the data active = inhibition above about 11%
# AddAB inh: less growth of phage-infected E. coli with AddAB | 0.29% of 330,000 active | AID 435030 | E. coli expressing H. pylori AddAB, absorbance growth | inhibition, % at 11.9 µM; in the data active = inhibition above about 12%;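 also: 0% = vehicle wells of infected cells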
# MOR-DOR ag: agonists of human mu-delta opioid receptor heterodimerization. 0.3% of 340,000 active. activation, % at 9.3 µM. P35372+P41143. cells, OPRM1-OPRD1 heterodimerization, luminescence; in the data active = activation above about 18%;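 also: 0% = vehicle-treated cells and 100% = reference agonist; values of inactives mirror those of a sister screen read the other way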
# Tat export inh: blocks Tat-dependent protein export in E. coli. inhibition, % at 10 µM. E. coli MC4100 TorA-mCherry Tat export, fluorescence. 0.036% of 340,000 active. AID 488895;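 active = mean replicate inhibition at least 50% and at least half of replicates individually reaching 50%; inconclusive = only one of the two criteria met; inactive = neither criterion met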;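 also: exported cargo escapes ClpAP degradation while cytoplasmic cargo is degraded and loses fluorescence; 0% = median of neutral control wells and 100% = median of NaSCN control wells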
# PKA-R1A activ: PKA-R1A complex activation | P00514+P68181 | PKA-R1A dissociation, Cy5-IP20 fluorescence polarization; scaled: DMSO 0%, 113 µM cGMP 100% | activation, % at 11.4 µM | 0.083% of 340,000 active;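 active = percent activation above the mean of all tested compounds plus 3 SD, cut at about 19% in these data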;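 also: higher means more PKAc released from R1A so a rise in polarization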
# SUMO Mot1 rescue: inhibitors of SUMOylation pathway: yeast Mot1-301 growth rescue | growth rescue, % at 18.8 µM | 1% of 320,000 active | S. cerevisiae Mot1-301 growth rescue, ATP luminescence, 38.5C; percent above DMSO median, 100 means doubled | AID 2716;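 active = every valid replicate shows activation above 250% relative to neutral control wells; inactive = the rest, any valid replicate at or below 250%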;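 also: OY570 slx delta 5 strain wells were the positive control but not used for scaling; some compounds called inactive have numbers as strong as hits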
# Arrestin-AP2 inh: human beta-arrestin and AP2 interaction inhibition; AID 504490; inhibition, % at 10 µM; FITC-arrestin peptide / GST-AP2 beads, flow cytometry; AP2 beta2 appendage carries R879A mutation; 0.31% of 340,000 active;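 active = inhibition above a set limit, near 3 SD of compounds lacking own fluorescence, cut at about 54% in these data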;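 also: plate controls were DMSO wells for no effect and 5 µM unlabelled arrestin peptide for full effect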
#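 System: GST-AP2 R879A glutathione beads. Medium: PBS with 0.05% Tween 20 and 0.1% BSA. Also added: FITC-arrestin peptide, 50 nM. Incubation: 12 min plus 1 h, RT. Measured by: high-throughput flow cytometry of beads, ex 488, em 535 nm. Evaluation: percent drop in bead-associated FITC signal.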
# Ecoli viability: reduces bacterial viability in AddAB counter-screen | E. coli V3065 growth, OD600 absorbance, 18 h | inhibition, % at 11.9 µM | 0.27% of 330,000 active | AID 449728;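 active = inhibition above the campaign's mean inhibition across all tested compounds plus 3 SD, cut at about 9.9% in these data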;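 also: uninfected addAB+ strain grown without phage in ampicillin broth; 0% = DMSO wells and 100% = ciprofloxacin 0.95 µg/ml wells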
# MOR-DOR inv ag: mu-delta opioid heterodimer inverse agonism; 0.21% of 340,000 active; cell-based MOR-DOR heterodimer luminescence; inhibition, % at 9.3 µM; in the data active = inhibition above about 22%, passing the limit was not always enough;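 also: 0% = cells with DMSO and 100% = wells without cells with DMSO; values of inactives mirror those of a sister screen read the other way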
# PfHsp90 set2: reduces growth (ATP signal) of yeast expressing P. falciparum Hsp90; inhibition, % at 9.4 µM; 0.32% of 310,000 active; S. cerevisiae expressing PfHsp90, BacTiter-Glo ATP, 48 h; yeast lacking PDR1 and PDR3 efflux regulators;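 active = every replicate shows inhibition above about 80%, whatever the replicate mean, limit read from the data; inconclusive = mean inhibition reaches the set limit but some replicate falls short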;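 also: 0% = DMSO neutral controls and 100% = 20 µM radicicol positive controls; yeast relying on Plasmodium falciparum Hsp90 in place of its own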
# * hit, by the source's call; ? = inconclusive; nt = no result given.
SMILES,DSG3 Ab inh,phage Ecoli inh,AddAB inh,MOR-DOR ag,Tat export inh,PKA-R1A activ,SUMO Mot1 rescue,Arrestin-AP2 inh,Ecoli viability,MOR-DOR inv ag,PfHsp90 set2
Cc1ncc(S(=O)(=O)c2ccc(Cl)cc2)c(-c2ccccc2)n1,108,2.1,0.7,-0.7,-3,3,-1,0,0.1,4,-27
COc1ccc(C2CC(c3cccs3)=NN2c2nc(C)c(C(C)=O)s2)cc1OC (centres undefined),100,2.6,nt,-1.9,11,-24,nt,39,nt,9,-39
Cc1cc(C)c(S(=O)(=O)/N=C2/C=C(Sc3ncn[nH]3)C(=O)c3ccccc32)cc1C,102,11*,5.1,20*,-9,4,-8,24,4.5,-102,16
Cc1ccc(OCc2nnc(SCC(=O)Nc3ncc(C)s3)o2)cc1,nt,1.0,-2.8,-0.7,-1,1,-6,6,-1.7,3,-1
COc1cc(-c2nnc(-c3ccco3)o2)ccc1OCc1ccccc1,nt,0.5,-2.1,-1.9,5,-1,18,-5,-1.7,10,nt
CC[C@]12c3[nH]c4cc(-c5ccco5)ccc4c3CCN1C(=O)[C@@H](CC(=O)NCCC1=CCCCC1)C[C@@H]2C(=O)N1CCN(C(=O)C2CC2)CC1,103,3.2,-1.9,-0.6,-1,-4,nt,40,-4.3,3,21
C/C(=N\Nc1ccccc1C)c1cccnc1,102,-1.0,0.2,-1.7,-6,-7,25,4,-3.3,8,-8
CCNS(=O)(=O)c1ccc(CCC(=O)NCc2ccc(C)cc2)cc1,108,0.8,5.2,-3.8,-7,8,-14,3,4.5,20,-4
COc1ccc(-c2nn(CCC#N)cc2/C=N/O)cc1OC,101,3.3,1.3,-2.7,5,-12,3,-10,2.7,13,33
CSCCC(NC(=O)c1ccoc1C)C(=O)O (centres undefined),105,-1.1,1.1,-1.9,1,-1,11,1,-2.0,11,3

# One compound at a time, from the list above.
# COc1cc(-c2nnc(-c3ccco3)o2)ccc1OCc1ccccc1 in the list: DSG3 Ab inh: nt; phage Ecoli inh: 0.5; AddAB inh: -2.1; MOR-DOR ag: -1.9; Tat export inh: 5; PKA-R1A activ: -1; SUMO Mot1 rescue: 18; Arrestin-AP2 inh: -5; Ecoli viability: -1.7; MOR-DOR inv ag: 10; PfHsp90 set2: nt
# CSCCC(NC(=O)c1ccoc1C)C(=O)O (centres undefined) in the list: DSG3 Ab inh: 105; phage Ecoli inh: -1.1; AddAB inh: 1.1; MOR-DOR ag: -1.9; Tat export inh: 1; PKA-R1A activ: -1; SUMO Mot1 rescue: 11; Arrestin-AP2 inh: 1; Ecoli viability: -2.0; MOR-DOR inv ag: 11; PfHsp90 set2: 3

# Going on with the list.
SMILES,DSG3 Ab inh,phage Ecoli inh,AddAB inh,MOR-DOR ag,Tat export inh,PKA-R1A activ,SUMO Mot1 rescue,Arrestin-AP2 inh,Ecoli viability,MOR-DOR inv ag,PfHsp90 set2
O=C(CCN1CCCCCC1)Nc1ccccc1F,109,0.1,2.1,1.8,-4,-2,-7,16,2.3,-10,21
COc1ccc(C(=O)Nc2ccccc2N2CCOCC2)cc1[N+](=O)[O-],102,3.7,1.9,-1.1,0,-13,14,17,-3.3,6,-4
Cc1ccc(CNC(=O)CCc2ccc(S(=O)(=O)NC3CCCCC3)cc2)cc1,107,1.3,4.5,-1.3,2,-4,-11,6,-1.4,6,-8
O=C(Nc1ccccc1)c1ccc(F)c(S(=O)(=O)N2CCOCC2)c1,97,2.3,0.8,-0.9,-7,-7,-35,-4,-0.7,5,30
O=C(CCNC(=O)c1ccc(Cl)cc1)Nc1ncccc1O,97,1.2,-3.0,-1.4,2,-5,-6,10,-1.6,8,18
CC1CCN(S(=O)(=O)c2ccc3c(ccn3CCC(=O)N3CCCCC3)c2)CC1,98,3.2,0.2,-2.0,-9,-16,-6,1,-0.8,11,17
COc1ccccc1/C=C(\NC(=O)c1ccc(OC)c(OC)c1)C(=O)Nc1cc([N+](=O)[O-])ccc1C,91,1.2,-1.4,-3.8,-4,-4,94,13,-2.0,18,-8
Cn1cc(C(=O)NCc2cccs2)c(=O)c2cc(S(=O)(=O)N3CCCC3)ccc21,103,3.0,1.2,-2.1,-4,5,-11,4,-1.3,11,4
CCC(=O)N1CCN(CCN=CC2=C(O)CC(c3ccc(OC)cc3)CC2=O)CC1 (centres undefined),101,1.9,0.6,0.0,0,4,-19,28,-0.3,0,-18
CC(C)(C)c1ccc(S(=O)(=O)CCc2ccccn2)cc1,106,2.7,-1.3,-2.2,7,-10,9,6,1.0,12,-31

# Ordered by SMILES length (lowest first): part of the list above
SMILES,DSG3 Ab inh,phage Ecoli inh,AddAB inh,MOR-DOR ag,Tat export inh,PKA-R1A activ,SUMO Mot1 rescue,Arrestin-AP2 inh,Ecoli viability,MOR-DOR inv ag,PfHsp90 set2
O=C(Nc1ccccc1)c1ccc(F)c(S(=O)(=O)N2CCOCC2)c1,97,2.3,0.8,-0.9,-7,-7,-35,-4,-0.7,5,30
Cc1ccc(CNC(=O)CCc2ccc(S(=O)(=O)NC3CCCCC3)cc2)cc1,107,1.3,4.5,-1.3,2,-4,-11,6,-1.4,6,-8
CCC(=O)N1CCN(CCN=CC2=C(O)CC(c3ccc(OC)cc3)CC2=O)CC1 (centres undefined),101,1.9,0.6,0.0,0,4,-19,28,-0.3,0,-18
COc1ccccc1/C=C(\NC(=O)c1ccc(OC)c(OC)c1)C(=O)Nc1cc([N+](=O)[O-])ccc1C,91,1.2,-1.4,-3.8,-4,-4,94,13,-2.0,18,-8

# Continued.
SMILES,DSG3 Ab inh,phage Ecoli inh,AddAB inh,MOR-DOR ag,Tat export inh,PKA-R1A activ,SUMO Mot1 rescue,Arrestin-AP2 inh,Ecoli viability,MOR-DOR inv ag,PfHsp90 set2
CC(Oc1ccc(C(=O)c2ccc(F)cc2)cc1)C(=O)N1CCOCC1 (centres undefined),103,1.9,-2.6,-1.4,-1,-3,-2,-2,-0.7,9,nt
Cc1cc(OC(=O)Cc2cccc3ccccc23)c([N+](=O)[O-])c(=O)[nH]1,93,7.3,7.1,-3.0,-21,-7,-8,-2,2.1,15,-5
Cc1csc(SC(C)c2nc3scc(-c4ccccc4)c3c(=O)[nH]2)n1 (centres undefined),91,-1.1,0.7,5.5,11,-11,-13,4,2.1,-28,6
COc1cccc(CC(=O)Nc2nc(-c3ccc(OC)c(OC)c3)cs2)c1,119,6.3,9.3,3.1,-12,-7,88,-7,4.7,-25,-21
Cc1csc(SCC(=O)NC(C)C2CC3CCC2C3)n1 (centres undefined),101,3.0,1.6,-2.8,1,-4,-6,-1,1.2,14,nt
CCCn1nc(C(=O)OCC(=O)c2c(N)n(C)c(=O)n(C)c2=O)c2ccccc2c1=O,nt,-3.1,3.3,2.9,8,-7,5,16,-2.6,-13,27
CN(CCc1cnn(C)c1)Cc1cn(C)nc1-c1ccc2c(c1)OCCO2,105,5.7,-1.3,-1.4,-3,-9,247,-8,0.9,9,15
CCN1CCN(C(=O)c2ccc(CN(c3ccc(C)c(C)c3)S(C)(=O)=O)cc2)CC1,103,3.7,1.8,0.8,-5,3,-2,10,1.7,-4,-1
Cc1sc2ncnc(SCC(=O)c3ccc(O)cc3O)c2c1C,115,0.8,3.1,0.2,0,4,-2,-5,-0.9,-1,-17
C[C@H]1CC[C@@]2(O[C@H](CCO)C[C@@H](O)[C@@H]2O)O1,104,3.9,-0.3,-1.0,-5,-5,-13,12,-1.4,6,-3
Clc1ccccc1-c1nn2c(-c3ccncc3)nnc2s1,98,nt,-1.6,-0.2,?,1,8,3,-1.3,1,nt
Cc1ccc(Cn2c(=N)c(C(=O)NCc3ccco3)cc3c(=O)n4ccccc4nc32)cc1,122,3.3,2.6,-1.0,3,-4,4,14,2.3,5,-30
Cc1ccc(S(=O)(=O)Nc2ccccc2/C=N/c2nc3ccccc3n2C(C)C)cc1,97,3.9,9.7,-0.2,9,-12,98,5,3.1,1,-17
COC(C/C=C/[C@@H](O)COCc1ccccc1)OC,101,1.3,1.9,-2.4,-5,3,241,-1,-2.7,14,27
O=C(NCCc1ccccc1)c1cc([N+](=O)[O-])ccc1N1CCOCC1,91,4.2,-3.7,-2.0,-4,5,5,32,-0.8,10,-2
S=C1NC[C@H](Cc2ccccc2)N1CC1CCN(CCCCc2ccccc2)CC1,101,4.5,nt,0.3,1,-5,nt,-2,nt,-2,0
Cc1ccc(NC(=O)/C=C/c2ccc(S(=O)(=O)N3CCOCC3)cc2)cc1S(=O)(=O)N(C)C,99,0.0,nt,1.4,-5,-15,nt,-4,nt,-8,-5
COc1ccc(S(=O)(=O)NC(C)C(=O)NCc2cccnc2)cc1OC (centres undefined),88,1.8,0.5,0.0,7,-1,320,26,-1.3,0,7
C[C@@H](C(=O)OCC(=O)Nc1cc(S(=O)(=O)N2CCOCC2)ccc1Cl)N1C(=O)C2CCCCC2C1=O (some centres undefined),124,2.4,5.1,-1.4,-1,-4,33,20,-0.7,8,16
COc1ccccc1C(=O)NCCC(=O)NNC(=O)C1COc2ccccc2O1 (centres undefined),107,2.6,0.2,-1.4,10,-6,-3,-9,0.1,9,1
OCc1ccc(O)c2ncccc12,104,5.2,-0.8,-1.7,-6,-2,-19,6,3.5,10,12
CCN(CC)CCNC(=O)c1ccc(Sc2ccc(C)cc2)c(NC(C)=O)c1,100,0.8,4.3,-1.5,-3,-4,-6,4,-1.3,8,5
O=C(NNC(=S)NC(=O)c1sc2ccccc2c1Cl)c1ccc(Cl)cc1,102,-0.5,-3.2,1.7,-4,-2,-9,6,-3.7,-9,-3
C=CCN1CN(CCc2ccccc2)CNC1=S,114,2.2,2.3,nt,nt,nt,-4,-3,1.5,nt,nt
NC(=S)c1ccc[n+]([O-])c1,96,-0.2,nt,-4.0,-11,-3,nt,29,nt,21,nt
CC(NC(=O)c1ccco1)c1nc(-c2ccc(C(C)(C)C)cc2)no1 (centres undefined),nt,7.1,9.5,0.9,-33,-12,-15,3,8.6,-7,-90
COCCCNC(=O)CC(NS(=O)(=O)c1ccc(F)cc1)c1ccc(OC)cc1 (centres undefined),94,5.3,1.4,0.8,-6,0,-7,0,0.1,-5,1
O=C(Nc1ccc(OC(F)(F)F)cc1)C1CCCN(S(=O)(=O)c2cnc[nH]2)C1 (centres undefined),nt,nt,3.4,-3.6,-1,-6,-17,-14,-4.5,19,-5
CCC(C)NC(=O)Nc1ccc(Br)cc1Cl (centres undefined),105,4.4,-3.9,-4.2,-7,-6,11,nt,-2.7,20,0
COCC1CCCN(Cc2nc(Cc3ccccc3)no2)C1 (centres undefined),113,-0.1,2.0,-0.2,-1,-2,-7,6,-2.1,1,nt
CCN(CC)S(=O)(=O)c1ccc(/C=C/C(=O)Nc2ccccc2N2CCOCC2)cc1,101,-2.5,3.4,0.3,3,-6,nt,11,0.7,-2,-13
